yeast sgs1 mgt1: NCI yeast anticancer drug screen, S. cerevisiae sgs1 mgt1 strain; % growth inhibition at 50 µM; 78,000 compounds, 10% hits; AID 161;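 also: 0% = growth of vehicle-only cultures of the same strain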
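Mutant yeast exposed to compound; growth scored against vehicle-only wells.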
yeast bub3: NCI yeast anticancer drug screen, S. cerevisiae bub3 mutant strain. AID 167. 78,000 compounds, 9.9% hits. % growth inhibition at 50 µM;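 also: 0% = growth of vehicle-only cultures of the same strain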
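Whole-cell yeast assay. The mutant strain was incubated with compounds, and growth inhibition was determined by comparison with vehicle-treated cells.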
yeast mec2-1: NCI yeast anticancer drug screen, S. cerevisiae mec2-1 strain. % growth inhibition at 50 µM. 79,000 compounds, 9% hits;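 also: 0% = growth of vehicle-only cultures of the same strain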
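Each compound was tested on mec2-1 yeast, a strain altered in DNA damage repair or cell cycle control. Growth inhibition is reported relative to vehicle.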
yeast mlh1 rad18: NCI yeast anticancer drug screen, S. cerevisiae mlh1 rad18 strain. 79,000 compounds, 11% hits. AID 175. % growth inhibition at 50 µM;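 also: 0% = growth of vehicle-only cultures of the same strain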
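Yeast w/ defined DNA-repair lesions; compound exposure; growth vs vehicle controls → % inhibition.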
yeast rad50: NCI yeast anticancer drug screen, S. cerevisiae rad50 strain; % growth inhibition at 50 µM; 79,000 compounds, 10% hits; AID 155;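 also: 0% = growth of vehicle-only cultures of the same strain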
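Vehicle-treated cultures provide the reference for the growth inhibition reported for compound-exposed, repair-deficient yeast.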
cln2 rad14: NCI yeast anticancer drug screen, S. cerevisiae cln2 rad14 strain. % growth inhibition at 50 µM. 78,000 compounds, 8.3% hits. AID 165;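 also: 0% = growth of vehicle-only cultures of the same strain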
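Growth inhibition, relative to vehicle-treated controls, is the read-out. The test organism is a yeast strain with defined genetic alterations, cln2 rad14.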
Numbers without * were called inactive; · = not tested or not shown; & = joins results of further samples. Rule as the data show it: active = growth inhibition above about 70%; inactive = the rest. Random draw from the library. Share with any hit: about 15%.

Sequence of screens: yeast mec2-1, cln2 rad14, yeast rad50, yeast mlh1 rad18, yeast sgs1 mgt1, yeast bub3
O=S(=O)(/N=c1/ccc(NS(=O)(=O)c2ccccc2)cn1O)c1ccccc1
    4, -23, 26, 15, 18, 11
c1ccc(COC2C3COC(O3)C(OCc3ccccc3)C2OCc2ccccc2)cc1 (stereo not given)
    -2, 3, 12, 22, 26, 18
Cc1cc(C)c(C(=O)CC(C)C)c(C)c1
    -3, 25, -8, -4, 4, -3
CS/C(C)=N/OC(=O)NCCCCNc1ccc(N=[N+]=[N-])cc1
    -4, 37, 14, 1, 5, 4
CC(C)(O)C#CC(C)(C)O
    -8, 0, 1, -12, -11, 6
O=c1sc2ccccc2n1CCN(CCn1c(=O)sc2ccccc21)c1ccccc1
    -8, -45, 40, 14, 14, 2
c1cc2c3c(cccc3c1)-c1nc3c(ccc4ccccc43)nc1-2
    23, 12, 0, 12, 20, 10
CCc1nc(N)nc(N)c1-c1ccc(N(C)C2CCCCC2)c([N+](=O)[O-])c1
    14, 17, 15, 40, 25, -13
CC1C(=O)C(Br)C2CC(O)CCC2(C)C1C (stereo not given)
    6, 2, 1, -24, -7, 15
CCOC(=O)N1c2ccccc2S(=O)(=O)c2ccccc21
    -10, -16, 41, -52, -26, -23
COc1ccc([N+](=O)[O-])cc1OC
    0, 2, 30, 16, 33, 0
Nn1c(Cc2ccc([N+](=O)[O-])cc2)n[nH]c1=O
    -20, -29, -42, -52, -25, -17
CC(=O)Oc1ccc(OC(C)=O)c([N+](=O)[O-])c1
    17, -10, 24, 29, -2, 1
CC(O)(C(=O)O)C(O)C(O)CO (stereo not given)
    -13, -18, -26, 20, -13, 4
CC1CC(C)NC(=S)N1 (stereo not given)
    -4, 17, -17, -6, -10, 3
C=CCOC(=O)C(C)OC(=O)CCC(=O)OC(C)C(=O)OCC=C (stereo not given)
    4, 4, 5, 5, 4, 6
O=C(O)c1ccc2ccccc2c1C(=O)c1cccc(Cl)c1
    -1, -30, -13, -9, 12, -10
O=C(CCN1CCCCC1)c1cc(Cl)ccc1Cl
    68, 63, 88*, 80*, 93*, 91*
C=CC[Si](CC=C)(OCC)OCC
    -22, 21, 10, 23, 7, -7
Cc1ccc2c(c1)OC(=O)CC2
    -10, -19, 10, -4, -3, -4
CC(C)CCO/N=C(\N)N=C(N)N
    -6, 3, -17, -2, 14, -2
O=C(CC(=O)c1ccccc1)CC(=O)c1ccccc1Br
    94*, 86*, 71*, 96*, 7, 69
Cc1[nH]c(=O)[nH]c(=O)c1-n1nnc2ccccc2c1=O
    13, -7, 22, 7, 21, 8
O=C1C=C(Nc2ccc(Cl)cc2C(=O)c2ccccc2)c2ccccc2C1=O
    -12, 22, 3, -3, -7, -7
CC(C)(C)N1C=C(c2ccccc2)N=CC1(c1ccccc1)C(C)(C)C (stereo not given)
    4, -8, -6, 10, 3, 5
CCCCc1[nH]nc(-c2n[nH]c(CCCC)c2C)c1C
    14, 8, 25, 28, 28, 19
Nc1cccc(/C=C/c2ccc([N+](=O)[O-])cc2)c1
    25, -12, -2, 40, 55, 30
C[C@]12CC[C@@H]3c4ccc(O)cc4CC[C@H]3[C@@H]1CC[C@@H]2OC(=O)CCC1CCCC1
    -21, 8, -5, 1, -59, -48
OCC(O)C(O)C1OC(O)C(O)C(O)C1O (stereo not given)
    -15&0, -17&-8, -16&1, -8&8, -4&3, -2&0
COc1ccc2c(c1)OC1(OCCO1)[C@@H]1C2CC[C@@]2(C)C1CCC21OCCO1 (stereo not given in full)
    18, 29, 48, 58, 39, 16
Cn1c2ccccc2c2c3c(ccc21)C(=O)N(c1ccccc1)C3=O
    -5, -4, 12, 3, 13, 12
Cc1ccc(C2SCC(=O)N2c2ccc(-c3ccc(-n4c(-c5ccccc5)nc5ccccc5c4=O)cc3)cc2)cc1 (stereo not given)
    6, 0, 14, 56, 33, 46
C=Cc1ccc(C[n+]2cccc(C(N)=O)c2)cc1
    -17, -2, -15, -36, -3, 17
CC(C)(C)NC(=O)NCc1cccc2ccccc12
    24, -8, -8, 20, 27, 38
O=C(NCc1ccccn1)c1ccccc1
    16, -19, 18, 7, -4, 17
COc1ccc(NC(=O)c2cc(OC)c(OC)c(OC)c2)cc1
    -25, -6, -38, -35, -22, -23
Clc1ccc(C=Nc2ccc3c(c2)Cc2ccccc2-3)c(Cl)c1
    -34, -4, -5, -2, -22, -35
C/C=C1/CN2CCc3c([nH]c4ccccc34)C2CC1C(Cc1c[n+]2c(c3[nH]c4ccccc4c13)CC1C(C(=O)OC)=COC(C)C1C2)C(=O)OC (stereo not given)
    -26, 17, 13, -12, -21, -22
CCOC(=O)/C(Cc1cc(=O)n(C)c2ccccc12)=N\Nc1ccc([N+](=O)[O-])cc1[N+](=O)[O-]
    -18, 12, 38, 6, 3, -2
O=C(c1ccccc1)C(O)c1ccccc1 (stereo not given)
    -5, -18, 1, -3, -10, -4
O=S1(=O)C(=C(c2ccccc2)c2ccccc2)CCC1=C(c1ccccc1)c1ccccc1
    12&-1, 18&11, 45&27, 21&16, 27&19, -4&-1
CC(CC(=O)c1ccc(F)cc1)C(=O)O (stereo not given)
    -16, -11, -15, 9, -16, -10
CC1(CO)COS(=O)OC1 (stereo not given)
    20, 9, -22, -10, -28, 2
CC1CCC(OC(=O)Cc2ccccc2)CC1 (stereo not given)
    18, -15, 27, 25, 10, 18
O=C1c2ccccc2C(=O)N1/N=C\c1ccccc1[N+](=O)[O-]
    5, -29, 89*, 0, -4, 4
O=C(O)/C=C(\F)C(=O)O
    8&-14, -9&-2, 15&-10, 12&1, 11&-3, -21&4
CCCCCCCCCCCCCCCSc1ccc2ccccc2c1
    1, -25, -17, -14, -5, -14
COC(=N)CC(=O)C(C)(C)C
    -16, -10, -6, -7, -14, -6
CCOC(=O)C1CCc2ccccc2C1=O (stereo not given)
    -12, -3, -3, -5, 6, 15
O=C(O)Cc1ccc(O)cc1
    -26, 8, 6, 2, 9, -12
C1=CCC(C(Cc2ccccc2)N2CCCCC2)CC1 (stereo not given)
    1, -27, 16, 24, 24, 11
Cc1cccc(-c2cccc(C)c2C)c1C
    5, 12, -6, 16, -1, 4
Cc1cc(Nc2ccc(O)c(CN3CCN(Cc4cc(Nc5cc(C)nc(N)n5)ccc4O)CC3)c2)nc(N)n1
    97*, 90*, 98*, 98*, 98*, 95*
N#Cc1c(-c2ccc(Cl)cc2)c(-c2ccc(Cl)cc2)nn(CCOC(=O)CN)c1=O
    57, 19, 40, 87*, 46, 35
CCCCNC(=O)C(C)S(=O)(=O)c1ccc(N)cc1 (stereo not given)
    -16, -14, -4, -10, -27, -25
CN1CCN(C(=S)N(C(=O)c2ccc(Cl)cc2)C2CCCCC2)CC1
    -53, -26, -67, -66, -55, -67
CC(C)SC(=S)Nc1ccc(Cl)c([N+](=O)[O-])c1
    100*, 99*, 99*, 99*, 100*, 100*
C/C=C/C(=O)Nc1cc(C(F)(F)F)ccc1Cl
    -2, 11, 27, 9, -45, 1
O=S(=O)(O)c1ccc(N/N=C/c2ccccc2)cc1
    13, 5, -9, 14, 12, -10
CC1(c2ccccc2)Nc2ccccc2C1=Nc1ccccc1 (stereo not given)
    98*, 97*, 94*, 97*, 96*, 96*

Exported with bars between the fields: entries from further up
SMILES | yeast mec2-1 | cln2 rad14 | yeast rad50 | yeast mlh1 rad18 | yeast sgs1 mgt1 | yeast bub3
CC(C)SC(=S)Nc1ccc(Cl)c([N+](=O)[O-])c1 | 100* | 99* | 99* | 99* | 100* | 100*
C/C=C/C(=O)Nc1cc(C(F)(F)F)ccc1Cl | -2 | 11 | 27 | 9 | -45 | 1
O=S(=O)(O)c1ccc(N/N=C/c2ccccc2)cc1 | 13 | 5 | -9 | 14 | 12 | -10
CC1(c2ccccc2)Nc2ccccc2C1=Nc1ccccc1 (stereo not given) | 98* | 97* | 94* | 97* | 96* | 96*

Next records
Sequence of screens: yeast mec2-1, cln2 rad14, yeast rad50, yeast mlh1 rad18, yeast sgs1 mgt1, yeast bub3
Cc1c(C(=O)O)cnc2c(C(N)=O)c(-c3ccccc3)cn12
    6, 17, 3, 5, 9, 7
CCC(=O)C(c1ccccc1)c1ccccn1 (stereo not given)
    -20, -21, 2, 9, -9, -42
c1ccc(-c2csc(-c3nc(-c4ccccc4)cs3)n2)cc1
    50, -7, -1, 61, 31, 33
O=C1C2C3C=CC(C2C(=O)N1CN1CCSCC1)C1C2C(=O)N(CN4CCSCC4)C(=O)C2C31 (stereo not given)
    -33, 6, -4, -13, -27, 25
CC12CCC(=O)[C@@]1(C)CCCC2=O (stereo not given in full)
    5, 7, -13, 5, -23, -7
Cc1cc(=O)c(C#N)c(C)o1
    10, -3, 7, 10, 19, -2
Cc1cc(Cc2ccccc2)ccc1O
    96*, 58, 51, 41, 56, 81*
O=[N+]([O-])c1cc(C(F)(F)F)ccc1SSc1ccc(C(F)(F)F)cc1[N+](=O)[O-]
    50, 55, 61, 58, 69, 67
CCCCCC(C(C)=O)C(C)=O
    -20, 0, -18, -16, -15, -16
CC1(C)CC(=O)C=C(NCc2ccccc2)C1
    -3, -25, -1, 11, -8, -19
CCC(=O)c1ccc(NC(=S)Nc2ccccc2)cc1
    -13, -20, -1, -2, 8, 3
CN(C)C(=S)OCC(C)(C)C
    -15, -35, -1, -24, -18, 3
O=C1COc2ccccc2OCCOCCOc2ccccc2OC1
    -3, -12, 11, -15, -3, 2
O=NNc1ncccc1OCc1ccccc1
    26, 3, 57, 18, 1, -3
CCCC(C)C(=O)OC(C)C (stereo not given)
    -2, -23, 0, 1, -3, 2
COc1ccc(-c2nc3ccccc3c(=S)n2OC(C)=O)cc1
    77*, 27, 68, 78*, 82*, 90*
CC(C)NC(=O)OCCN=c1c2ccccc2ccc2ccccc12
    50, 23, 53, 39, 66, 60
CC1=CC(=O)c2ccc(F)cc2C1=O
    -4, -3, -12, 14, 15, -8
OCCC1=CCC1
    21, 30, 3, 5, -3, 5
CC(=O)C1(C)CCC2C3CCC4=CC(=O)CCC4=C3CCC21C (stereo not given)
    1, 10, 32, 24, 51, 34
O=[N+]([O-])c1ccc(N/N=C2\C=CCCC2)c([N+](=O)[O-])c1
    -12, 15, -1, 17, -13, -13
COc1ccc(-n2c(C)nc3c(cnn3CN3CCCCC3)c2=O)cc1
    -1, -4, 4, 14, -1, 9
CCC(C)NC(=S)N/N=C(\C)c1nc2ncccc2[nH]1 (stereo not given)
    -20, -13, -15, -33, -14, 10
CCC(=O)OC1CCCCC1C1CCCCC1 (stereo not given)
    -2, -38, 2, -4, 8, -3
Clc1ccc(/C=C/c2ccccn2)c(Cl)c1
    4&6, 21&-1, 12&-15, 31&-48, 58&-23, 4&-10
COc1ccc(-n2cnn3c(=O)c4cn[nH]c4nc23)cc1
    -24, 16, -8, -1, 9, -7
CNC(=O)N(C)CN(C)C(=O)NC
    18&-12, 19&27, 17&17, 40&4, 20&4, -20&3
Cc1ccc(NC(=S)NCCO)cc1C
    -3, ·, 4, 16, ·, ·
CC(=O)Nc1c([N+](=O)[O-])cc(C2CCCCC2)cc1[N+](=O)[O-]
    -7, -34, -8, -10, 4, 23
O=C1OC(=O)C2C1N=NC2(c1ccccc1)c1ccccc1 (stereo not given)
    26, -19, 47, 40, 22, -1
O=C1CC(N2CCOCC2)c2ccccc21 (stereo not given)
    11, -21, 30, 14, 13, -14
O=C(Nc1nc2ccccc2n1Cc1ccc(Cl)cc1)C(=O)NC12CC3CC(CC(C3)C1)C2
    -24, -1, -9, -9, 1, 7
CN(C)CCOC1OCN(C)CC1(C)C (stereo not given)
    7, 36, 5, -1, -1, -4
Cc1noc2c1N=C(c1cccs1)CC(c1c(Cl)cccc1Cl)C2 (stereo not given)
    -9, 20, 6, 4, 3, -11
CCC1(C)CCC(C)c2c1cc(C)c1c2CCC1=O (stereo not given)
    -16, 9, 4, -35, 3, -3
O=C1NC(=O)C23CCCCc4cccc(c42)C(=O)C13 (stereo not given)
    4, 38, 9, 14, -8, 32
CN(C)C(C)(CO)CO
    -7, 6, 17, 1, 1, 9
CCCCCC1OC1CC1OC1CCCCCCCC(=O)O (stereo not given)
    -21, -15, -6, -13, -4, -13
OCc1ccncc1
    -13, -47, -6, -2, -10, 10
Nc1cccc2cc3ccccc3[n+]([O-])c12
    2, 33, 24, -14, -2, 19
O=S(=O)(Nc1ccc2c(c1NS(=O)(=O)c1ccccc1)CCCC2)c1ccccc1
    4, 35, -9, 19, -3, 0
CN(C)CCCNCc1cccc2ccccc12
    -73, -11, -46, -24, -34, -14
COc1ccc2c(c1)[n+]([O-])c(-c1ccc(C)cc1)c(N)[n+]2[O-]
    100*, 99*, 99*, 99*, 99*, 99*
N#CCc1nn(-c2ccccc2)c2ncn(N)c(=N)c12
    -15, -22, -8, -12, -10, 6
CC(C)N=C(NC(C)C)SCCCCCCSC(=NC(C)C)NC(C)C
    -17, 76*, 12, 7, 2, -16
N[C@H]1CN([C@@H](C(=O)O)c2ccc(O)cc2)C1=O
    -11, -45, 4, -1, -9, -14

High-throughput results deposited in PubChem by NCI.
